# HePTP inh = inhibitors of human HePTP phosphatase, primary screen, biochemical, absorbance, leukemia target; Tyrosine-protein phosphatase non-receptor type 7 (Homo sapiens), P35236; recombinant HePTP phosphatase activity, OD absorbance; inhibition, % at 20 µM; actives 0.64% (n = 110,000); in the data active = inhibition above about 50%;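 also: plate controls were vehicle for no effect and reference inhibitor for full effect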
# Target sequence (P35236 whole entry, looked up): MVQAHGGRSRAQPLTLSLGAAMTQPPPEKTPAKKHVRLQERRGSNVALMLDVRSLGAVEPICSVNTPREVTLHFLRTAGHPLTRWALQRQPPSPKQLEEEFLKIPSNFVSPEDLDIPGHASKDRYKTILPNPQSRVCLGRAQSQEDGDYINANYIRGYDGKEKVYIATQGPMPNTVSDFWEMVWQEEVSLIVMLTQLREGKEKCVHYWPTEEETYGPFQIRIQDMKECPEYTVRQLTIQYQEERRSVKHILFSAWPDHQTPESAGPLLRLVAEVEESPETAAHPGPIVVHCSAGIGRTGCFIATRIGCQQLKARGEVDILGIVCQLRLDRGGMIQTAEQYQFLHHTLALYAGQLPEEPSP
# BAP1 inh = inhibitors of BAP1 deubiquitinase, primary screen, biochemical, Ub-AMC fluorescence, kinetic; Ubiquitin carboxyl-terminal hydrolase BAP1 (Homo sapiens), Q92560; recombinant BAP1, Ub-AMC hydrolysis fluorescence kinetic; hits give low values; activity remaining (% of control), % at 20 µM; actives 0.48% (n = 72,000); AID 436, 2006;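 active = activity remaining at or below 50% of control, provided the compound also passes the data quality filters; inactive = the rest, including low values that fail the filters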;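 also: 100% = DMSO wells rate and 0% = substrate alone blank rate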
# Numbers without * were called inactive; nt = no result given; & = joins results of further samples.
HePTP inh	BAP1 inh	Molecule
-5	nt	CCOC(=O)C1=NNC(C(=O)OCC)(C(=O)OCC)C1c1ccccc1 (configuration not stated)
-9	nt	Cc1cc(OCC(=O)NC2CCCCC2)ccc1Br
1	60	COc1ccc(Cc2nn3c(Cn4nnc5ccccc54)nnc3s2)cc1
-8	96	COc1cccc(CN(C(=O)c2cc3ccccc3oc2=O)C2CC2)c1
4	90	CCOc1ccc(Nc2ncnc(N)n2)cc1
8	101	CCCN(CCC)C(=O)Cn1c(=O)n(CCCCC(=O)NC2CCCC2)c(=O)c2ccccc21
0	nt	O=Cc1cn(CCOc2ccccc2)c2ccccc12
13	104	CC(C)C(=O)Nc1nnc(CCc2nnc(NC(=O)C(C)C)s2)s1
2&10	85	O=P(CCNCc1ccco1)(c1ccccc1)c1ccccc1
1	nt	N#CSCCCCOc1ccccc1Br

# Single records, from the list above.
# Entry for `O=P(CCNCc1ccco1)(c1ccccc1)c1ccccc1` : HePTP inh: 2&10; BAP1 inh: 85
# Entry for `CCCN(CCC)C(=O)Cn1c(=O)n(CCCCC(=O)NC2CCCC2)c(=O)c2ccccc21` : HePTP inh: 8; BAP1 inh: 101

# (list continues)
HePTP inh	BAP1 inh	Molecule
1	nt	COc1ccc(C(=O)NNC(=O)c2ccc(C)cc2)c(OC)c1
2	nt	CCOC(=O)c1c(NC(=O)/C=C/c2ccc(OC)c(Br)c2)sc(C(C)=O)c1C
0	97	O=C1N(O)C2(C=CCCC2)/C(=N\O)C12CCCCC2 (configuration not stated)
0	nt	CCOc1ccc(S(=O)(=O)N2CCN(c3ccccc3)CC2)c2ccccc12
4	nt	Cc1nnc2sc(-c3ccc(NC(=O)c4cccnc4)cc3)nn12
-4	88	COCCNC(=O)CN(c1ccccc1OC)S(C)(=O)=O
nt	115	COc1cccc2cc(-c3csc(CC#N)n3)c(=O)oc12
1	90	COc1ccc(NC(=O)c2coc3ccccc23)cc1OC
-1	114	CCn1c(C(=O)N2CCCC(C(=O)NCCCc3ccccc3)C2)cc2sccc21 (configuration not stated)
-7	nt	Cc1ccc(/C(O)=C/c2nc3ccc([N+](=O)[O-])cc3oc2=O)o1
-10	nt	CCOC(=O)COc1ccc2c(C(F)(F)F)cc(=O)oc2c1
8	nt	COc1ccc(S(=O)(=O)N(CCc2ccccc2)CC(=O)NCC2CCCO2)cc1 (configuration not stated)
8	nt	Cc1oc2c(CN3CCOCC3)c(O)ccc2c(=O)c1-c1ccccc1
-18	nt	Cn1c(SCC(=O)N/N=C/c2c(Cl)cccc2Cl)nc2ccccc21
3	52	Cc1cc(C)cc(NC(=O)C2CCCN(c3nc(C)cc(C)n3)C2)c1 (configuration not stated)
3	66	COc1cccc(C2CC(=O)N3CN(c4cccc(Cl)c4C)CSC3=C2C#N)c1OC (configuration not stated)
-6	81	O=C(Nc1ccc(F)cc1)Nc1ccc(Cl)cn1
8	118	CCn1cc(C(=O)NCCOC)c(=O)c2ccc(C)nc21
-15	nt	CC(C)N1C(=O)c2cccc3c(N4CCCCC4)ccc(c23)C1=O
-6	nt	O=C(Nc1sc2c(c1C(=O)Nc1ccccc1)CCC2)c1ccccc1Br
-6	nt	Cc1cccc(-n2c(CCN3C(=O)c4ccccc4C3=O)nc3ccccc3c2=O)c1
7	nt	CCOC(=O)C1=C(O)/C(=C/c2ccccc2)SC1=Nc1ccc(F)cc1
0	87	CCn1cc(C(=O)N2CC(C)CC(C)C2)c(=O)c2cc(S(=O)(=O)N3CCOCC3)ccc21 (configuration not stated)
6	nt	COc1ccc(N2C(=O)CC(NCc3ccc(Cl)c(Cl)c3)C2=O)cc1 (configuration not stated)
2	nt	Cn1nnc2c(NCc3ccco3)nccc21
nt	223	O=C(Nc1cccc(F)c1)c1c(O)c2ccccc2[nH]c1=O
-8	72	O=S(=O)(c1ccc(F)cc1)N1CCN(Cc2ccccc2C(F)(F)F)CC1
-4	nt	CC(=O)Nc1ccc(C(=O)NNC(=O)Cc2ccc(Cl)cc2)cc1
-9	nt	COc1ccccc1OCC(=O)Nc1ccccc1C(=O)O
3	70	CCOC(=O)c1ccc(NC(=O)Nc2ccc3c(c2)OCCO3)cc1
4	nt	O=[N+]([O-])c1ccc(N/N=C/c2ccc(-c3ccc(Cl)cc3)o2)cc1
-4	nt	CCOc1ccc(-c2n[nH]c(=S)n2-c2ccccc2)cc1
-6	nt	O=c1c(C2NCCC3(O)CCCCC23)coc2ccc(Cl)cc12 (configuration not stated)
3&9	93	COc1ccccc1NC(=O)c1ccc(CN2CCOCC2)cc1
7	nt	O=C1NC(=S)N/C1=C/c1ccc(Oc2ccc(C(F)(F)F)cc2[N+](=O)[O-])c(Cl)c1
2	nt	S=C(NCc1ccco1)Nc1ccccc1
-4	nt	COc1cccc(N2C(=O)C=CC2=O)c1
7	nt	O=C(c1ccsc1)N1CCN(C(=O)c2cccs2)CC1
7	nt	CN(/N=C/c1ccccc1Sc1ccccc1)c1ccccc1
0	nt	CCc1cc2c(NCCc3ccc(OC)c(OC)c3)ncnc2s1
7	nt	N#C/C(=C/c1ccc(I)o1)c1nc2ccccc2[nH]1
1	nt	Cc1cc(/C=N\Nc2ccc([N+](=O)[O-])cn2)c(C)n1-c1ccc(C(=O)O)cc1
5	91	COC(=O)c1cc(Br)c(=O)n(Cc2cccnc2)c1
10	125	Nc1sccc1C(=O)c1ccc(Cl)cc1
9	nt	CCCCOc1ccc(C=O)cc1OCC
10	178	CCOC(=O)C1CSc2[nH]c(=O)sc2C1c1ccccc1 (configuration not stated)
6	nt	Cc1ccccc1N(CC(=O)NCc1ccccn1)S(C)(=O)=O
-10	nt	Cc1ccc(C(=O)Nc2cccc(C(=O)O)c2)cc1S(=O)(=O)NCc1ccccc1
-10	nt	CCOc1ccccc1N1CCN(C(=O)C(Sc2ccccc2)c2ccccc2)CC1 (configuration not stated)
2	nt	COc1cc(C(=O)Oc2cccc(C(=S)N3CCOCC3)c2)cc(OC)c1OC

# Carrying on:
HePTP inh	BAP1 inh	Molecule
4	82	Cc1nc(C)c(C(=O)NCc2ccccc2Cl)o1
nt	239	Cc1nnc2sc(-c3ccc(NC(=O)c4ccc(-c5ccc(Cl)cc5Cl)o4)cc3)nn12
2	131	COc1ccc(C(C)=O)c(OC(=O)c2ccc(OC)c(OC)c2)c1
2	85	O=C(c1cccc(N2C(=O)C3CC=CCC3C2=O)c1)N1CCN(c2ccccc2)CC1 (configuration not stated)
2	132	CCn1c(CC(=O)Nc2ccccc2F)nnc1SCC(=O)N1CCN(c2ccccc2)CC1
-2	nt	COc1cc(C)c(/C=C2\C(=O)NC(=O)N(Cc3ccccc3)C2=O)cc1C
-7	nt	CC(C)(C)c1csc(NC(=O)c2ccc(Cl)c([N+](=O)[O-])c2)n1
5	nt	CCCCn1c2ccccc2c2cc(CC(N)=O)ccc21
-2	85	Cn1c(=O)c2cn(-c3ccc4c(c3)OCCO4)cc2n(C)c1=O
10	87	CC(C)Oc1ccc(NC(=O)C2CCCNC2=O)cc1 (configuration not stated)
5	82	CCc1ccc2[nH]c(=O)c(CN(Cc3ccc(OC)cc3)Cc3nnnn3CCOC)cc2c1
5	90	CCCOC(=O)C1=C(C)NC2=C(C(=O)C(C(=O)OC)C(C)C2)C1c1ccc(N(C)C)cc1 (configuration not stated)
6	91	CCCCn1c(-c2ccsc2)nc2c1c(=O)[nH]c(=O)n2CCC
-2	nt	Nc1nnc(COc2ccccc2F)s1
4	nt	COC1=C(C(C)(C)C)C(=O)C(=O)C(C(C)(C)C)=C1OC
7	83	CC(C)(C)n1nnnc1C(c1cccs1)N1CCCC2(CCCCC2)C1 (configuration not stated)
12	103	CCc1nnc(-n2nc(C)cc2-c2ccccc2)n1N
nt	76	COc1nnc(-c2ccc(N3CCCCC3)c(N)c2)c2ccccc12
6	98	COc1cccc(-c2nc3n(n2)C(c2ccccc2Cl)C(C(N)=O)=C(C)N3)c1 (configuration not stated)
-17	nt	O=C(Nc1ccc(Cl)c(Cl)c1)c1ccccc1C(F)(F)F

# Brought forward from above: three compounds; new compounds follow.
HePTP inh	BAP1 inh	Molecule
nt	76	COc1nnc(-c2ccc(N3CCCCC3)c(N)c2)c2ccccc12
6	98	COc1cccc(-c2nc3n(n2)C(c2ccccc2Cl)C(C(N)=O)=C(C)N3)c1 (configuration not stated)
-17	nt	O=C(Nc1ccc(Cl)c(Cl)c1)c1ccccc1C(F)(F)F
-7	nt	COc1ccc(C(=O)Nc2ccc(C(=O)O)cc2)cc1
4	nt	COc1ccc(C2CC(C(F)(F)F)n3nc(C(=O)Nc4ccc(C(C)O)cc4)c(Cl)c3N2)cc1 (configuration not stated)
3	nt	O=C(N/C(=C/c1ccc(Br)cc1)C(=O)N1CCCC1)c1cccs1
18	nt	CC1Cc2ccccc2N1C(=O)CSC1=NCCS1 (configuration not stated)
-6	nt	Cc1cccc(NC(=O)C2C(c3ccccc3)=C2c2ccccc2)c1C
8	111	CC(=O)c1ccc(NC(=O)C2CCCNC2=O)cc1 (configuration not stated)
-5	nt	N#C/C(=C/c1cccc(F)c1)C(=O)Nc1cccc(Br)c1
4	nt	CCOC1CC(c2ccccc2)=NN1c1ccccc1 (configuration not stated)
4&8	117&121	COC(=O)c1ccc(NS(=O)(=O)c2ccc(OC)cc2)cc1
-1	nt	CCN(CC)Cc1c(O)ccc2c(=O)c(Oc3ccccc3Br)c(C(F)(F)F)oc12
5	nt	O=C(COc1cc(Cl)ccc1Cl)Nc1ccccc1F
6	nt	O=C1C(=O)N(Cc2ccc3c(c2)OCO3)C2C=CC=CC12 (configuration not stated)
nt	77	COc1cc(C2SCC(=O)N2Cc2ccccc2)cc(OC)c1OC (configuration not stated)
7	124	Cc1ccc(-c2nc3ncccn3c2NC2CCCC2)o1
0	nt	COc1ccc(N(C)CN2C(=O)CSC2=O)cc1
17	nt	O=C(c1ccco1)N1CCN(CCN2C(=O)c3cccc4cccc(c34)C2=O)CC1
-4	97	O=C1CSC(c2ccccn2)N1c1cccc(Cl)c1 (configuration not stated)
3	115	CSc1nc2ccccc2n1C(=O)NC1CCCCC1
3	nt	Cc1ccccc1NC(=O)CCN1CCN(C/C=C/c2ccccc2)CC1
1	103	COc1cccc(-n2nnc3c(=O)n(CC(=O)NC4CCCC4)cnc32)c1
9	nt	CCN1CCN(S(=O)(=O)c2cc(Cl)ccc2Cl)CC1
-8	nt	O=C(c1ccccn1)N1CCN(c2ccc(C(F)(F)F)cn2)CC1
1	69	N#C/C(=C\c1ccco1)Sc1nc2ccccc2s1
6	104	O=C(C1CCCN(S(=O)(=O)c2ccccc2)C1)N1CCN(c2ncccn2)CC1 (configuration not stated)
-4	nt	COC(=O)c1ccccc1NC(=O)N1CCN(C(=O)c2ccco2)CC1
6&-15	84	O=C(Oc1cccc2ccccc12)c1ccco1
1	112	c1ccn2c(Cc3nnc4ccccn34)nnc2c1
6	74	Cc1ccc(N2CC(C(=O)N3CCc4ccccc43)CC2=O)cc1 (configuration not stated)
6&4	90	CC(=O)N=c1cccc(NC(C)=O)n1O
6	nt	CCCOc1ccc(C=C2C(=O)N(C)C(=O)N(C)C2=O)cc1OC
-9	nt	CCn1c2ccccc2c2cc(NS(=O)(=O)c3ccccc3[N+](=O)[O-])ccc21
10	105	CC1CCCN(C(=O)C2CCN(CC3CC=CCC3)CC2)C1 (configuration not stated)
-16	nt	O=C(O)c1cccc(NC(=O)c2ccc(COc3ccc(Cl)cc3)cc2)c1
1	95	CCN(CCO)C1CC(=O)N(c2ccccc2C)C1=O (configuration not stated)
2	nt	CN(C)S(=O)(=O)c1cccc(-c2nnc(SCc3ccc4c(c3)OCCO4)o2)c1
4	nt	Cc1c(N2C(=O)S/C(=C\c3ccccc3)C2=O)c(=O)n(-c2ccccc2)n1C
7&-9	98	COc1ccc(-c2nnc(-c3cccs3)o2)cc1OC
8	96&105	CCOC(=O)c1c(C)n(C)c2ccc(OC(C)C(=O)OC)cc12 (configuration not stated)
-12	78	COC(=O)c1ccc(/C(O)=C(\C#N)c2nc3ccccc3s2)cc1
-2	94	COc1ccc(OC)c(C2CC(=O)NC(SC)=C2C#N)c1 (configuration not stated)

# Another view of 2 compounds above:
> CC1CCCN(C(=O)C2CCN(CC3CC=CCC3)CC2)C1 (configuration not stated)
  HePTP inh: 10
  BAP1 inh: 105

> O=C(O)c1cccc(NC(=O)c2ccc(COc3ccc(Cl)cc3)cc2)c1
  HePTP inh: -16
  BAP1 inh: nt

# 4 compounds already listed, sorted by their value in HePTP inh, falling:
mol | HePTP inh
CCOC(=O)c1c(C)n(C)c2ccc(OC(C)C(=O)OC)cc12 (configuration not stated) | 8
Cc1c(N2C(=O)S/C(=C\c3ccccc3)C2=O)c(=O)n(-c2ccccc2)n1C | 4
COc1ccc(OC)c(C2CC(=O)NC(SC)=C2C#N)c1 (configuration not stated) | -2
CCn1c2ccccc2c2cc(NS(=O)(=O)c3ccccc3[N+](=O)[O-])ccc21 | -9

# Next compounds
HePTP inh	BAP1 inh	Molecule
-10	101	O=C(CCC(=O)N1CCc2ccccc2C1)N1CCN(S(=O)(=O)c2ccccc2)CC1
-3	nt	COc1ccc(NC(=O)C2C(C(=O)O)C3C=CC2C32CC2)cc1 (configuration not stated)
9	80	COc1cc(NC(=O)c2ccccc2)cc(OC)c1
-12	100	Cc1ccccc1NC(=O)Cn1c(C)nc2ccc(NC(=O)C3CC3)cc2c1=O

# Source: PubChem (several laboratories)
